Kir21 inh: blocks the mouse Kir2.1 inward-rectifier potassium channel. P35561. B-score at 10 µM. hit rate 0.85% among 310,000. HEK293-Kir2.1, FluxOR thallium flux fluorescence; active compounds read low;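 active = fluorescence ratio B-score at or below minus 3 SD of library scores, with starting-brightness B-score within 2 SD, cut at about -4.2 in these data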;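 also: channel flux triggered by added potassium and thallium sulfate stimulus; B-score of peak minus minimum fluorescence over baseline after thallium stimulus; more negative B-score means stronger Kir2.1 block with less thallium influx; some compounds called inactive have numbers as strong as hits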
KCNQ2 inh: KCNQ2 channel blockers in CHO-K1 cells – cell-based, FluxOR thallium flux, B-score, primary screen (AID 2156); B-score at 10 µM; 20 min; active compounds read low; O88943; hit rate 1.1% among 310,000;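 active = fluorescence ratio B-score at most minus 3 library SDs, with starting brightness B-score within 2 library SDs, cut at about -5.5 in these data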
Target sequence (O88943 whole entry, looked up): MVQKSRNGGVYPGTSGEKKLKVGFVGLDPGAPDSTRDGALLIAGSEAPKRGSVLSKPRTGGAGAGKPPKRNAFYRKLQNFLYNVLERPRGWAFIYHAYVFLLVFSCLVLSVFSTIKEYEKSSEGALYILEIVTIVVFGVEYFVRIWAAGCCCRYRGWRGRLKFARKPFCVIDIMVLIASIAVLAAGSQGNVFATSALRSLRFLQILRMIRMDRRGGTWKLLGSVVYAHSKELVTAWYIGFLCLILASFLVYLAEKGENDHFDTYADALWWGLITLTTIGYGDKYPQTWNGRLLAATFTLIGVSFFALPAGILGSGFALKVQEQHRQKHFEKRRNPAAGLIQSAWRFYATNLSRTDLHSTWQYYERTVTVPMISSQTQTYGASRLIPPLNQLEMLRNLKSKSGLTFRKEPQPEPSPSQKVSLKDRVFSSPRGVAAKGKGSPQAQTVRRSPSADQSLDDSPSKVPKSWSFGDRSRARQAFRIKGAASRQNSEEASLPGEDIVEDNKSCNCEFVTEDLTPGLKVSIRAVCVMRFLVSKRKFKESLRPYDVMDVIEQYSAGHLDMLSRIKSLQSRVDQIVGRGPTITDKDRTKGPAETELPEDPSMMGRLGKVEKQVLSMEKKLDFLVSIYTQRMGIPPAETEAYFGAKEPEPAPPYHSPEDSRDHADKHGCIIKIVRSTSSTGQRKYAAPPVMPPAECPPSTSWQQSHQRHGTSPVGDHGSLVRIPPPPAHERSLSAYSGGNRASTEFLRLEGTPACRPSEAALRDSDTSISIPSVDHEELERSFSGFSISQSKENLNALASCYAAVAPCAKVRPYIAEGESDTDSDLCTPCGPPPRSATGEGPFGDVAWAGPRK
* hit, by the source's call.

Results for O=C(C1CCCCN1S(=O)(=O)c1ccccc1[N+](=O)[O-])N1CCCCC1 (stereo not given) ?
Kir21 inh: 0; KCNQ2 inh: inactive

How did Cc1cccc(NC(=O)CN2C(=O)CSC2=O)c1 do in these assays?
Kir21 inh: -2.6; KCNQ2 inh: inactive

Results for Cc1cccc(NC(=S)N2CCN(C(=O)C3CCCO3)CC2)c1 (stereo not given) ?
Kir21 inh: 1.4; KCNQ2 inh: inactive

What do the screens show for `O=C(c1cc(COc2ccc(-n3cncn3)cc2)on1)N1CCCC1`?
Kir21 inh: 0.64; KCNQ2 inh: inactive

What do the screens show for `COCCOCC(O)CN1CCN(c2ccccc2)CC1` (stereo not given)?
Kir21 inh: 0.56; KCNQ2 inh: inactive

How did COc1ccccc1CCNC(=O)C1CCC(=O)N(Cc2cccc(F)c2)C1 (stereo not given) do in these assays?
Kir21 inh: 0.24; KCNQ2 inh: inactive

Results for O=S(=O)(Nc1ccccc1N1CCOCC1)c1ccc(F)c(Cl)c1 ?
Kir21 inh: -12*; KCNQ2 inh: inactive

Results for CC(C#N)On1c(SC(C)C#N)nc2ccccc2c1=O (stereo not given) ?
Kir21 inh: -0.89; KCNQ2 inh: inactive

What do the screens show for `COc1ccc(NS(=O)(=O)c2cccc(C(=O)NCc3cccnc3)c2)cc1`?
Kir21 inh: 0.32; KCNQ2 inh: inactive

Results for O=C(NCCc1ccccc1)c1ccc(Cl)c(S(=O)(=O)N2CCCC2)c1 ?
Kir21 inh: -0.62; KCNQ2 inh: inactive

How did COc1cc(SC)ccc1C(=O)N1CCN(Cc2ccc3c(c2)OCO3)CC1 do in these assays?
Kir21 inh: 0.93; KCNQ2 inh: inactive

How did COc1cc(/C=C2\S/C(=N/S(=O)(=O)Cc3ccccc3)NC2=O)c([N+](=O)[O-])cc1OC do in these assays?
Kir21 inh: -0.03; KCNQ2 inh: inactive

Results for Cn1c(=NC(=O)CSCC(=O)N2CCCC2)sc2ccccc21 ?
Kir21 inh: 0.48; KCNQ2 inh: inactive

How did Cc1ccccc1CSc1nnnn1-c1ccc(C(N)=O)cc1 do in these assays?
Kir21 inh: -0.36; KCNQ2 inh: inactive

Results for CN(/N=C/c1cc(Br)cc(Br)c1O)c1cccc(C(F)(F)F)n1 ?
Kir21 inh: -1.6; KCNQ2 inh: inactive

What do the screens show for `CC(C)OC(=O)c1cccc(C(=O)O)n1`?
Kir21 inh: 0.05; KCNQ2 inh: inactive

How did O=C(Nc1cc2c(cc1Br)OCCO2)c1ccco1 do in these assays?
Kir21 inh: -1.9; KCNQ2 inh: inactive

What do the screens show for `O=C(Cc1sc(Nc2ccccc2)nc1-c1ccccc1)NCc1ccccc1`?
Kir21 inh: 0.01; KCNQ2 inh: -7.1*

Results for COc1ccc(C(=O)Nc2ccc(F)cc2F)cc1OC ?
Kir21 inh: -1; KCNQ2 inh: inactive

What do the screens show for `CCCCN(c1ccccc1)S(=O)(=O)c1ccc2c(c1)CCN2C(=O)CCC(=O)O`?
Kir21 inh: -0.78; KCNQ2 inh: inactive

How did C=CCNS(=O)(=O)c1cccc(C(C)=O)c1 do in these assays?
Kir21 inh: -1.5; KCNQ2 inh: inactive

How did COc1ccc(-c2[nH]nc3c2C(c2ccsc2)C(C#N)=C(N)O3)cc1 (stereo not given) do in these assays?
Kir21 inh: 0.08; KCNQ2 inh: inactive

How did COc1ccccc1NC(=O)Nc1cc(F)ccc1F do in these assays?
Kir21 inh: -2; KCNQ2 inh: inactive

What do the screens show for `COc1ccc(/C(O)=C2/C(=O)C(=O)N(CCCC(=O)O)C2c2ccc(OC)cc2)cc1` (stereo not given)?
Kir21 inh: -0.58; KCNQ2 inh: inactive

Results for O=C(NCCc1cccc(F)c1)[C@@H]1CSC2c3ccccc3C(=O)N21 (stereo not given in full) ?
Kir21 inh: -1.7; KCNQ2 inh: inactive

How did CCOC(=O)C1(Cc2cccc(F)c2)CCN(C(=O)C2CCCO2)CC1 (stereo not given) do in these assays?
Kir21 inh: 0.27; KCNQ2 inh: inactive

What do the screens show for `c1ccc(C2(CNc3ccccn3)CCCC2)cc1`?
Kir21 inh: -4.4*; KCNQ2 inh: inactive

Results for CN1CCN(c2nc3c(c(=O)n(C)c(=O)n3C)n2Cc2ccccc2)CC1 ?
Kir21 inh: 0.04; KCNQ2 inh: inactive

How did COc1ccccc1-c1noc(-c2ccncc2)n1 do in these assays?
Kir21 inh: 0.31; KCNQ2 inh: inactive

What do the screens show for `CCc1cccc(NC(=O)CCS(=O)(=O)c2ccc3c(c2)NC(=O)CO3)c1`?
Kir21 inh: -0.96; KCNQ2 inh: inactive

What do the screens show for `COc1ccc(CC(NC(C)=O)C(=O)NC2CCN(C(=O)C3CC3)CC2)cc1OC` (stereo not given)?
Kir21 inh: -0.03; KCNQ2 inh: inactive

How did CC(=O)Nc1ccccc1OCc1nnc(-c2ccc(Cl)cc2)o1 do in these assays?
Kir21 inh: -1.6; KCNQ2 inh: inactive

What do the screens show for `COC(CNC(=O)c1ccc(N2CCc3ccccc32)c([N+](=O)[O-])c1)OC`?
Kir21 inh: 1.6; KCNQ2 inh: inactive

What do the screens show for `CC(C)CC(=O)Nc1ccc(C(=O)CN2CCN(c3ccc(O)cc3)CC2)cc1`?
Kir21 inh: 0.07; KCNQ2 inh: inactive

Results for COc1ccc(NC(=O)C2CCCN(S(=O)(=O)c3cccc4cccnc34)C2)cc1OC (stereo not given) ?
Kir21 inh: 0.86; KCNQ2 inh: inactive

What do the screens show for `Cc1ccc(NC(=O)CC(=O)Nc2ccc(C)cc2)cc1`?
Kir21 inh: 0.34; KCNQ2 inh: inactive

How did COc1ccc(-n2c(N)c(C#N)c3ccc([N+](=O)[O-])cc3c2=O)cc1 do in these assays?
Kir21 inh: 1; KCNQ2 inh: inactive

How did CC(=O)c1c(C)[nH]c(C(=O)Nc2cccc(C)n2)c1C do in these assays?
Kir21 inh: 0.58; KCNQ2 inh: inactive

What do the screens show for `O=C(CSCC(=O)N1CCOCC1)Nc1ccccc1`?
Kir21 inh: -0.93; KCNQ2 inh: inactive

What do the screens show for `COc1ccc(NC(=O)C2CC(c3ccc(Cl)cc3)=NO2)cc1` (stereo not given)?
Kir21 inh: -0.09; KCNQ2 inh: inactive

What do the screens show for `CSc1ccc(CN2CCSCC2)cc1`?
Kir21 inh: 0.91; KCNQ2 inh: inactive

What do the screens show for `CN(c1ccc(C(=O)NC2CCCCC2)cc1)S(=O)(=O)c1ccccc1`?
Kir21 inh: 1; KCNQ2 inh: inactive

What do the screens show for `O=C(Nc1ccc(Br)c2cccnc12)c1ccc(Cn2cc(Cl)cn2)o1`?
Kir21 inh: -0.31; KCNQ2 inh: inactive

What do the screens show for `CCOCCCNC(=S)N1CCC(NC(=O)C23CC4CC(CC(C4)C2)C3)CC1`?
Kir21 inh: -0.04; KCNQ2 inh: inactive

How did CCC(C)(C)NC(=O)C(c1ccccc1Cl)N(Cc1cccnc1)C(=O)CCC(=O)Nc1cc(C)on1 (stereo not given) do in these assays?
Kir21 inh: -0.38; KCNQ2 inh: inactive

Random excerpt: two records from the list, in no set order.
How did COc1ccc(-n2c(N)c(C#N)c3ccc([N+](=O)[O-])cc3c2=O)cc1 do in these assays?
Kir21 inh: 1; KCNQ2 inh: inactive

What do the screens show for `CN(c1ccc(C(=O)NC2CCCCC2)cc1)S(=O)(=O)c1ccccc1`?
Kir21 inh: 1; KCNQ2 inh: inactive

Continued.
What do the screens show for `O=C(CC(c1ccccc1)c1ccccc1)Nc1ccc(C(=O)O)cc1`?
Kir21 inh: 2; KCNQ2 inh: inactive

What do the screens show for `CC(C)(C)c1cc(-c2nc(N)nc(N)n2)cc(C(C)(C)C)c1`?
Kir21 inh: -0.84; KCNQ2 inh: inactive

How did CCOC(=O)C1CCCN(CC(=O)Nc2c(C(=O)OC)[nH]c3ccccc23)C1 (stereo not given) do in these assays?
Kir21 inh: -0.24; KCNQ2 inh: inactive

What do the screens show for `Cc1cc(/C=C(\C#N)C(=O)NCc2ccco2)c(C)[nH]1`?
Kir21 inh: 1.4; KCNQ2 inh: inactive

How did N#Cc1ccc(-c2ccccc2)nc1SCCN1CCOCC1 do in these assays?
Kir21 inh: 0.31; KCNQ2 inh: inactive

Results for O=[N+]([O-])c1cc(S(=O)(=O)NCCN2CCOCC2)ccc1Sc1nnnn1-c1ccccc1 ?
Kir21 inh: -0.02; KCNQ2 inh: inactive

Results for O=C(Nc1c2ccccc2nc2ccccc12)C(Cl)(Cl)Cl ?
Kir21 inh: -0.34; KCNQ2 inh: inactive

How did C=C1CCN([C@@H](CC(C)C)C(=O)Nc2ccc(OC)cc2)S(=O)(=O)c2ccccc21 do in these assays?
Kir21 inh: 0.39; KCNQ2 inh: inactive

What do the screens show for `CCCS(=O)(=O)N1CCN(Cc2ccncc2)CC1`?
Kir21 inh: 0.53; KCNQ2 inh: inactive

What do the screens show for `COc1ccc(S(=O)(=O)N(C)C)cc1NCC(=O)Nc1cccc2ccccc12`?
Kir21 inh: -1.7; KCNQ2 inh: inactive

What do the screens show for `COc1ccccc1C(=O)NCC(=O)NCCc1ccc(Cl)cc1`?
Kir21 inh: -1.1; KCNQ2 inh: inactive

How did CC(C)(C)NC(=O)COc1ccc(S(=O)(=O)N2CCCC2)cc1 do in these assays?
Kir21 inh: 1.6; KCNQ2 inh: inactive

Results for COc1cccc(OC)c1C(=O)Nc1cccc2c1CCCC2 ?
Kir21 inh: -1.7; KCNQ2 inh: inactive

What do the screens show for `O=C(O)c1cccc(NC(=S)NC(NC(=O)c2ccccc2[N+](=O)[O-])C(Cl)(Cl)Cl)c1` (stereo not given)?
Kir21 inh: -0.04; KCNQ2 inh: inactive

Results for CCOC(=O)C1(Cc2cccc(Cl)c2)CCCN(C(=O)c2cc(C)n(C)n2)C1 (stereo not given) ?
Kir21 inh: 0.13; KCNQ2 inh: inactive

What do the screens show for `COc1ccc(/C(N)=N/OC(=O)c2ccco2)cc1OC`?
Kir21 inh: 0.03; KCNQ2 inh: inactive

How did COc1ccc(CCNS(=O)(=O)c2ccc3c(c2)NC(=O)CCS3)cc1OC do in these assays?
Kir21 inh: 0.36; KCNQ2 inh: inactive

What do the screens show for `COc1ccc2nc(NC(=O)CSCC(=O)Nc3cc(C)on3)sc2c1`?
Kir21 inh: -0.62; KCNQ2 inh: inactive

What do the screens show for `CCCc1cc(N2CCCC(C(=O)NCC)C2)n2ncnc2n1` (stereo not given)?
Kir21 inh: 0.94; KCNQ2 inh: inactive

Results for O=C(CN1C(=O)c2ccccc2C1=O)NCCOc1ccccc1 ?
Kir21 inh: 0.49; KCNQ2 inh: inactive

Results for CC(C)c1[nH]c(=O)c(C#N)c2c1CSC(C)(C)C2 ?
Kir21 inh: -1.5; KCNQ2 inh: inactive

How did CC(C)N(C)C(=O)c1ccc(OC2CCN(CCc3ccccc3)CC2)cc1 do in these assays?
Kir21 inh: -1.5; KCNQ2 inh: inactive

How did CCOC(=O)CCCCC(=O)c1[nH]c(=O)[nH]c1C[n+]1ccc(C)cc1 do in these assays?
Kir21 inh: -1.4; KCNQ2 inh: inactive

Results for COc1ccc(Br)cc1/C=N/n1c(C)nnc1C ?
Kir21 inh: -2.2; KCNQ2 inh: inactive

How did Cc1cc(NS(=O)(=O)c2ccc(NS(=O)(=O)c3cc(C)c(Cl)cc3Cl)cc2)no1 do in these assays?
Kir21 inh: 1.5; KCNQ2 inh: inactive

How did CC1CCCCC1N=C1NC(C)(C)CS1 (stereo not given) do in these assays?
Kir21 inh: -0.56; KCNQ2 inh: inactive

What do the screens show for `CC(C)n1c(N2CCN(C(=O)Nc3ccc(F)cc3F)CC2)nc2ccccc21`?
Kir21 inh: 1.2; KCNQ2 inh: inactive

What do the screens show for `CC1CC(C)CN(CCOc2cccc3ccccc23)C1` (stereo not given)?
Kir21 inh: -0.05; KCNQ2 inh: inactive

How did COc1cc(/C=N/NC(=S)NCCN2CCOCC2)cc(OC)c1OC do in these assays?
Kir21 inh: 0.66; KCNQ2 inh: inactive

Results for N#Cc1nc(COc2ccccc2)oc1N1CCCC1 ?
Kir21 inh: 0.75; KCNQ2 inh: inactive

Results for O=C(Nc1ccc(CN2CCOCC2)cc1)c1ccccc1F ?
Kir21 inh: -1.1; KCNQ2 inh: inactive

Results for CC(=O)Cn1c(=O)oc2ccccc21 ?
Kir21 inh: 0.64; KCNQ2 inh: inactive

What do the screens show for `CCOc1ccc(S(=O)(=O)N(C)CC(=O)NCCN2CCOCC2)cc1`?
Kir21 inh: -1.3; KCNQ2 inh: inactive

What do the screens show for `COc1ccc(CCNC(=O)c2cc(S(=O)(=O)N(C)C)ccc2N2CCCC2)cc1OC`?
Kir21 inh: -0.14; KCNQ2 inh: inactive

Results for Cc1ccc(CC(CC(=O)O)C(=O)NCc2ccccc2)cc1 (stereo not given) ?
Kir21 inh: 0.73; KCNQ2 inh: inactive

Filtered by structure: the compounds so far containing fluorine
How did COc1ccccc1CCNC(=O)C1CCC(=O)N(Cc2cccc(F)c2)C1 (stereo not given) do in these assays?
Kir21 inh: 0.24; KCNQ2 inh: inactive

Results for O=S(=O)(Nc1ccccc1N1CCOCC1)c1ccc(F)c(Cl)c1 ?
Kir21 inh: -12*; KCNQ2 inh: inactive

Results for CN(/N=C/c1cc(Br)cc(Br)c1O)c1cccc(C(F)(F)F)n1 ?
Kir21 inh: -1.6; KCNQ2 inh: inactive

Results for COc1ccc(C(=O)Nc2ccc(F)cc2F)cc1OC ?
Kir21 inh: -1; KCNQ2 inh: inactive

How did COc1ccccc1NC(=O)Nc1cc(F)ccc1F do in these assays?
Kir21 inh: -2; KCNQ2 inh: inactive

Results for O=C(NCCc1cccc(F)c1)[C@@H]1CSC2c3ccccc3C(=O)N21 (stereo not given in full) ?
Kir21 inh: -1.7; KCNQ2 inh: inactive

How did CCOC(=O)C1(Cc2cccc(F)c2)CCN(C(=O)C2CCCO2)CC1 (stereo not given) do in these assays?
Kir21 inh: 0.27; KCNQ2 inh: inactive

What do the screens show for `CC(C)n1c(N2CCN(C(=O)Nc3ccc(F)cc3F)CC2)nc2ccccc21`?
Kir21 inh: 1.2; KCNQ2 inh: inactive

Results for O=C(Nc1ccc(CN2CCOCC2)cc1)c1ccccc1F ?
Kir21 inh: -1.1; KCNQ2 inh: inactive

Screens as filed in PubChem BioAssay.
